STAT1 act: increases IFN-gamma driven STAT1 reporter signal | NIH 3T3 STAT1-luciferase reporter, luminescence; 100% = IFN-gamma alone, no compound | activation (% of control), % at 5.5 µM | 200,000 tested, 2.6% active | AID 932;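 active = activation above the screen-wide mean activation plus 3 SD, cut at about 130% in these data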;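 also: raw ratio to IFN-gamma control signal so 100% means no change and 0% no light; values of inactives mirror those of a sister screen read the other way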
APP 5'UTR act: activates APP 5'UTR luciferase reporter. SH-SY5Y APP 5'UTR luciferase reporter, luminescence; zero percent = DMSO vehicle wells. activation, % at 2 µM. 190,000 tested, 1% active;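 active = activation above a set limit, based on mean plus 3 SD of controls, cut at about 140% in these data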; also: values of inactives mirror those of a sister screen read the other way
STAT3 act: activators of IL-6 induced STAT3 signaling; U3A cells, IL-6 STAT3-luciferase reporter, luminescence; 100% = signal with IL-6 EC80 alone; activation (% of control), % at 5.6 µM; 190,000 tested, 0.91% active; AID 871;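 active = activation above the screen-wide mean of compound activation plus 3 SD, cut at about 130% in these data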;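 also: 0% = background luminescence of wells with medium and substrate only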
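Assay system – human STAT1-deficient U3A cells with stable STAT3-luciferase reporter · Also added – IL-6 (33 ng/mL) · Schedule – compound 1 h, then IL-6 6 h at 37 °C · Technique – reporter luminescence signal · Evaluation – % activation versus median of IL-6-stimulated wells · Benchmarks – IL-6-only wells as 100% reference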
RAM inhibit: blocks the yeast RAM network; S. cerevisiae dse1pr::URA3 reporter, 5-FOA growth OD615, 2 d; analog-sensitive cbk1-as2 kinase mutant strain; inhibition, % at 50 µM; 190,000 tested, 1.8% active; AID 868;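 active = inhibition above a set limit, 3 SD over mean compound inhibition, cut at about 8.4% in these data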;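 also: 0% = DMSO-only wells with no growth and 100% = 10 µM 1-NA-PP1 full growth; inhibition rescues growth on 5-FOA so higher OD means more RAM inhibition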
APP transl inh: APP translation inhibition | inhibition, % at 2 µM | 190,000 tested, 0.82% active | SH-SY5Y APP 5'UTR-luciferase reporter, luminescence;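 active = inhibition above a set limit, derived from the sample mean plus 3 SD, cut at about 45% in these data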; also: values of inactives mirror those of a sister screen read the other way
NF-kB expr up: compounds increasing NF-kB expression in human neuronal cells | NF-kB reporter expression; active compounds read high | fold change at 12.5 µM | 190,000 tested, 1.6% active; in the data active = fold change above about 3.3
FLuc inhib CS: Photinus pyralis luciferase inhibition counter-screen | P08659 | ATPLite firefly luciferase biochemical luminescence, 10 min | inhibition, % at 10 µM | 200,000 tested, 1.5% active;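 active = inhibition above about 50% when tested at 10 µM, limit read from the data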
Target sequence (P08659 whole entry, looked up): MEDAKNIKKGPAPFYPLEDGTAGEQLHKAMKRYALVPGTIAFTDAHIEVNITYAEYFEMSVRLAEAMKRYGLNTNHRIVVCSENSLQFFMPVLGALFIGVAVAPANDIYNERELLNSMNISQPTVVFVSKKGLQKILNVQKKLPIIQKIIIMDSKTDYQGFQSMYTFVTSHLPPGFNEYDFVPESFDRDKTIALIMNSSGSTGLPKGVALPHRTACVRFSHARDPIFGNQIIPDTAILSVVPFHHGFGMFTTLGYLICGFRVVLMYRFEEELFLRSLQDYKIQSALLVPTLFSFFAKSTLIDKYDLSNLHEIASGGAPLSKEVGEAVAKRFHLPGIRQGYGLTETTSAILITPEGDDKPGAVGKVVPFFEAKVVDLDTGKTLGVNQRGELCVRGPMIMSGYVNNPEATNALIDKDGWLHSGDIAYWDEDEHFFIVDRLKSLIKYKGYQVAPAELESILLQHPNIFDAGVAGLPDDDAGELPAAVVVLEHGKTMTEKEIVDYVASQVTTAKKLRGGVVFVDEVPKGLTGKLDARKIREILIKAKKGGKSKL
Hsp70 activator: transcriptional activators of Hsp70; HeLa Hsp70 promoter luciferase reporter, luminescence; scaled: vehicle 0, proteasome-inhibitor control 100%; AID 1203; activation, % at 10 µM; 200,000 tested, 0.04% active;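 active = activation above the mean across all tested compounds plus 3 SD, cutoff set per campaign, cut at about 5.5% in these data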;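 also: 100% = MG132 at 30 µM as the positive control and 0% = DMSO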
STAT3 blocker: STAT3 signaling inhibition; U3A cells, IL-6 STAT3-luciferase reporter, luminescence; host cell line lacks STAT1; inhibition, % at 5.5 µM; 190,000 tested, 0.89% active;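 active = inhibition above the mean inhibition across all screened compounds plus 3 SD, cut at about 44% in these data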;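 also: 0% = DMSO only wells and 100% = 100 µM nifuroxazide control wells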
STAT1 inh: reduces IFN-gamma driven STAT1 reporter signal | NIH 3T3 STAT1-luciferase reporter, luminescence | 200,000 tested, 0.35% active | inhibition, % at 5.5 µM | AID 920;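 active = inhibition above a set limit, the mean inhibition across all tested compounds plus 3 SD, cut at about 34% in these data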;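 also: 0% = IFN-gamma with DMSO and 100% = IFN-gamma with 300 µM nifuroxazide; values of inactives mirror those of a sister screen read the other way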
An asterisk follows results filed as active; . = not tested or not shown. Not a hit list (roughly 7.7% active in at least one column).

SMILES | STAT1 act | APP 5'UTR act | STAT3 act | RAM inhibit | APP transl inh | NF-kB expr up | FLuc inhib CS | Hsp70 activator | STAT3 blocker | STAT1 inh
OC(COc1ccc(OCc2ccccc2)cc1)CN1CCCCC1 (stereo not drawn) | 108 | 34 | 108 | 0.7 | -34 | 1.2 | 0 | 0.1 | -7 | -8
Cc1ccc(O)c(-c2cc(-c3cccc(F)c3)n[nH]2)c1 | 93 | 43 | 132 | -0.2 | -43 | 5* | -4 | 0.1 | -37 | -6
CCOc1ccc(Nc2cc(C)nc(N3CCOCC3)n2)cc1 | 109 | 1 | 100 | 1.6 | -1 | 1.3 | -6 | 0.0 | 3 | -10
CCC(O)CNc1nc(-n2nc(C)cc2C)nc2sc3c(c12)CC(C)(C)OC3 (stereo not drawn) | 95 | 11 | 99 | 2.2 | -11 | 1.2 | -5 | -0.5 | 4 | 6
O=C1CC(c2ccccc2)n2nc(NS(=O)(=O)c3ccccc3)nc2N1 (stereo not drawn) | 99 | -3 | 100 | -0.3 | 3 | 0.92 | 15 | -0.1 | 5 | 1
O=C1CC(c2ccccc2)CCc2sccc2N1 (stereo not drawn) | 104 | -1 | 103 | 1.4 | 1 | 1.2 | -2 | 0.1 | 2 | -4
O=c1c2ccccc2nc2n1C(CSCc1ccccc1)CS2 (stereo not drawn) | 85 | 8 | 87 | 0.5 | -8 | 0.83 | 0 | -0.3 | 19 | 16
COc1ccccc1CCc1nnc(CCC(=O)NCC[C@@H]2C[C@@H]3C=C[C@H]2C3)o1 | 105 | -3 | 104 | 3.5 | 3 | 1.2 | -1 | 0.5 | 1 | -6
COC(=O)c1[nH]c2ccccc2c1NC(=O)CCN1CCN(C2CCCCC2)CC1 | 99 | -21 | 97 | 1.1 | 21 | 0.68 | -5 | -0.3 | 8 | 1
CC(=O)N1CCN(C(=S)c2ccc(Cl)cc2)CC1 | 102 | -10 | 100 | -0.2 | 10 | 1 | 0 | -0.1 | 2 | -2
NC(CO)c1cn([C@@H](CCC(=O)O)C(=O)N2CCNCC2)nn1 (stereo partly drawn) | 99 | 12 | . | 0.4 | -12 | 1.2 | -8 | -0.1 | . | 2
CC(C)CCNC(=S)Nc1ccc2nc3n(c(=O)c2c1)CCCCC3 | 99 | -6 | 98 | 1.1 | 6 | 1.2 | -4 | -0.3 | 11 | 1
COc1ccc(NC(=O)c2ccc3ccccc3n2)cc1S(=O)(=O)N1CCCCC1 | 105 | -2 | 113 | 3.4 | 2 | 0.68 | 0 | -0.3 | -21 | -5
CC(C)COC(=O)NCCOC(=O)Nc1cccc(Cl)c1 | 91 | 8 | 100 | -0.5 | -8 | 0.7 | -7 | -0.2 | 3 | 10
CC(C)Oc1cccc(C(=O)C2CCCN(Cc3cccn3-c3ccccn3)C2)c1 (stereo not drawn) | 89 | 11 | 116 | 0.4 | -11 | 0.75 | -4 | -0.1 | -15 | 11
CCOc1cc(/C=N/NC(N)=O)ccc1OCC(=O)Nc1ccc(C)c(C)c1 | 100 | -15 | 109 | 0.5 | 15 | 0.8 | 0 | -0.1 | -6 | -2
CCOC(=O)c1nc(-c2ccccc2)oc1N(C)C | 106 | 20 | 100 | 0.8 | 3 | 0.89 | -5 | -0.2 | 7 | -8
Cc1[nH]c2ccccc2c1CCNC(=O)c1ccc2c(c1[N+](=O)[O-])C(=O)c1ccccc1C2=O | 99 | 5 | 82 | 1.5 | -5 | 1.2 | -3 | -0.3 | 24 | 1
CCN(CC)S(=O)(=O)c1cccc(C(=O)N/N=C/c2ccc(N3CCOCC3)cc2)c1 | 102 | 3 | 98 | 4.9 | -3 | 1.1 | -2 | -0.3 | 3 | -2
O=C(NCc1ccc2c(c1)OCO2)c1ccc(NC(=O)C2CCCO2)cc1 (stereo not drawn) | 102 | 10 | 91 | 0.3 | -10 | 1.2 | -1 | -0.1 | 16 | -1

Next section, overlapping the part above by two compounds.
SMILES | STAT1 act | APP 5'UTR act | STAT3 act | RAM inhibit | APP transl inh | NF-kB expr up | FLuc inhib CS | Hsp70 activator | STAT3 blocker | STAT1 inh
CCN(CC)S(=O)(=O)c1cccc(C(=O)N/N=C/c2ccc(N3CCOCC3)cc2)c1 | 102 | 3 | 98 | 4.9 | -3 | 1.1 | -2 | -0.3 | 3 | -2
O=C(NCc1ccc2c(c1)OCO2)c1ccc(NC(=O)C2CCCO2)cc1 (stereo not drawn) | 102 | 10 | 91 | 0.3 | -10 | 1.2 | -1 | -0.1 | 16 | -1
CC(C)(C)NC(=O)C(=O)NNC(=O)COc1ccccc1 | 101 | -5 | 101 | 2.7 | 5 | 1.1 | -4 | -0.2 | 3 | -1
CN(C)S(=O)(=O)c1cccc(NC(=S)Nc2cc(Cl)cc(Cl)c2)c1 | 84 | 4 | 97 | 2.7 | -4 | 1 | -7 | -0.1 | 11 | 17
CN(CC(=O)O)S(=O)(=O)c1ccc2c(c1)n(C)c(=O)c(=O)n2C | 105 | 1 | 101 | -0.2 | -1 | 1.2 | -3 | 0.2 | 6 | -7
O=C(/C=C/c1ccc(OCc2c(F)cccc2Cl)cc1)N1CCOCC1 | 108 | 12 | 94 | -1.5 | -12 | 0.89 | 5 | -0.3 | 16 | -9
Cc1nc(N2CCC(C(N)=O)CC2)c2c(-c3cccs3)csc2n1 | 83 | 0 | 105 | 3.0 | 0 | 1.2 | -5 | -0.1 | -3 | 17
C#CCOCCOCCOCCNc1nc(N2CCN(C(=O)[C@H](CCC(=O)O)n3cc(C(N)CO)nn3)CC2)nc(N2CCN(C(=O)[C@H](Cc3ccc(O)cc3)n3cc(C(N)CC(C)C)nn3)CC2)n1 (stereo partly drawn) | 110 | -3 | . | -1.4 | 3 | 1.2 | -10 | 0.2 | . | -9
CCC(=O)c1cc(F)c(N2CCN(S(=O)(=O)c3ccccc3)CC2)cc1C | 101 | -11 | 94 | 0.3 | 11 | 0.92 | -6 | -0.5 | 9 | 2
CN(C)CCCNC(=O)c1ccc(Oc2ccccc2)cc1 | 100 | -5 | 99 | 1.1 | 5 | 1.1 | -5 | -0.3 | 5 | 0
c1ccc2c(c1)c1ccccc1n1c(-c3ccc4c(c3)OCO4)nnc21 | 122 | -10 | 90 | 3.2 | 10 | 1.3 | -6 | 0.1 | 23 | -25
Cc1cc2cc(CNC(=O)c3ccc(C)c([N+](=O)[O-])c3)ccc2[nH]1 | 97 | -10 | 94 | 7.0 | 10 | 0.8 | -2 | -0.2 | 7 | 3
COc1cc2c3c(c1)C(C)=CC(C)(C)N3C(=O)C2=O | 102 | -30 | 102 | 0.4 | 30 | 2.3 | -7 | -0.5 | -1 | -5
CCOCCc1nnc(N)s1 | 96 | -3 | 101 | 0.3 | 3 | 1.2 | -8 | -0.3 | -4 | 4
COc1ccccc1CCN1C(=S)NC(C)(C)CC1(C)O (stereo not drawn) | 97 | 3 | 96 | 1.2 | -3 | 0.78 | -4 | 0.0 | 9 | 4
CC(=O)c1c(C)[nH]c(C(=O)Nc2ccc(C)c(C)c2)c1C | 138* | . | 80 | 4.2 | . | 3.8* | 5 | -0.3 | 29 | -41
COc1ccccc1CNC(=O)CN(CCc1ccccc1)S(C)(=O)=O | 93 | 8 | 99 | 0.0 | -8 | 1.2 | 0 | 0.3 | 6 | 6
Oc1ccc(N2CCN(C(c3cccs3)c3nnnn3CCc3ccccc3)CC2)cc1 (stereo not drawn) | 98 | -16 | 95 | 2.1 | 16 | 2.5 | -7 | -0.4 | 5 | 2
Cc1ccccc1OCC(=O)NN1CCN(C)CC1 | 100 | -8 | 97 | -0.5 | 8 | 1 | -4 | -0.2 | 2 | 0
O=C(c1ccc(OCC2CCCO2)cc1)N1CCc2ccccc2C1 (stereo not drawn) | 102 | 28 | 112 | -1.1 | -28 | 1.6 | 7 | -0.3 | -9 | -2
Cc1cc(CN2CCOCC2)c(O)c(C2(C)CCCCC2)c1 | 97 | -3 | 100 | 0.1 | 3 | 0.94 | -1 | -0.4 | 1 | 5
CC(C)CC(=O)Nc1ccc(N2CCN(S(C)(=O)=O)CC2)cc1 | 98 | 9 | 99 | 2.0 | -9 | 1.2 | 1 | -0.3 | -1 | 5
COc1cccc(C(=O)Nc2ccc(NC(=O)c3ccco3)cn2)c1 | 108 | 26 | 93 | -0.4 | -26 | 1 | 6 | 0.0 | 12 | -9
CN(C)c1ncccc1-c1nc2ccccc2s1 | 99 | 7 | 104 | 3.2 | -7 | 1 | -3 | -0.5 | -4 | 1
C/C(=N\OC(=O)c1ccc(OC(C)C)cc1)c1ccc(C)c(C)c1 | 101 | -28 | 99 | 12* | 28 | 1.3 | 3 | 0.9 | 0 | -1
Cn1c(=O)c2c(nc(N3CCOCC3)n2CCNC2=NCCC2)n(C)c1=O | 99 | -4 | 114 | . | 4 | . | . | -0.1 | -14 | 1
O=C(NCc1cccnc1)c1cccs1 | 96 | -8 | 98 | 1.2 | 8 | 1.2 | -4 | -0.1 | 6 | 4
CCOC(=O)c1[nH]c(C)c(C(=O)c2ccc(C)cc2)c1C | 117 | -95 | 100 | 0.4 | 95* | 1.9 | -2 | 0.2 | 1 | -18
COc1cccc(-n2c(Cc3cc(=O)[nH]c(=O)[nH]3)nnc2SCC(=O)Nc2ccccc2)c1 | 98 | -3 | 96 | 1.7 | 3 | 1 | -9 | -0.3 | 9 | 2
O=C(CSc1nccn1-c1ccccc1)NCc1ccc2c(c1)OCO2 | 102 | -14 | 101 | 1.7 | 14 | 1.3 | 0 | -0.3 | -1 | -1
Cc1ccc(OCC(=O)Nc2ccccc2-c2ccccc2)cc1 | 99 | -6 | 106 | 3.1 | 6 | 1 | -10 | -0.2 | 0 | 1
Cc1c(-n2c(O)c(C3=c4ccccc4=NC3=O)sc2=S)c(=O)n(-c2ccccc2)n1C | 102 | -5 | 128 | 4.7 | 5 | 0.97 | 3 | -0.3 | -33 | -2
CCC(C(=O)O)n1nc(-c2ccccc2)c2cc(Cl)ccc21 (stereo not drawn) | 101 | -17 | 96 | -1.2 | 17 | 1.1 | -6 | 0.1 | 9 | -1
CCOC(=O)c1ccc(N2C(=O)CC(Nc3ccc(CCO)cc3)C2=O)cc1 (stereo not drawn) | 91 | 6 | 103 | 2.1 | -6 | 1.1 | -1 | -0.2 | 1 | 10
CCN(CC)S(=O)(=O)c1ccc(C2=NOC3(C2)N(C)c2ccccc2C3(C)C)cc1 (stereo not drawn) | 105 | -11 | 112 | 6.3 | 11 | 0.99 | -5 | -0.6 | -17 | -5
CCOC(=O)N1CCN(C(=O)CSc2nc3c(cnn3-c3ccc(C)cc3)c(=O)[nH]2)CC1 | 94 | 8 | . | 1.9 | -8 | 0.72 | -8 | -0.1 | . | 5
Cc1cc(=O)[nH]c(SCC(=O)N2CCC(C(N)=O)CC2)n1 | 99 | 1 | 101 | 0.5 | -1 | 1.4 | -1 | -0.4 | -2 | 2
O=C(Nc1ccc(N2C(=O)C3C4C=CC(C4)C3C2=O)cc1)Nc1cccnc1 (stereo not drawn) | 97 | -2 | 101 | -0.1 | 2 | 1.1 | 3 | -0.4 | 2 | 4
COc1ccc(CCNC(=O)C2CCC(CNS(=O)(=O)c3ccc(F)cc3)CC2)cc1OC (stereo not drawn) | 100 | -17 | 104 | 2.5 | 17 | 1.1 | -1 | -0.3 | 2 | -2
